# CHRM1 agonist = human M1 muscarinic receptor agonists, primary screen, Fluo-8 calcium fluorescence, CHO-K1 cells, HTS; activation, % at 3 µM; Muscarinic acetylcholine receptor M1 (Homo sapiens), P11229; CHO-K1 hM1, agonist mode; 0% DMSO, 100% acetylcholine EC100; 360,000 tested, 0.33% active;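 active = activation above the run's mean compound activation plus 3 SD, cut at about 16% in these data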;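 also: peak over basal fluorescence ratio within a 140 s kinetic read after compound addition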
# V1aR counter = agonists of human V1a receptor, primary screen, counter-screen for OXTR agonist project, fluorescence, CHO-V1R cells; Fluo-8 calcium fluorescence, agonist mode; 0% DMSO, 100% 3 nM vasopressin; activation, % at 3 µM; 320,000 tested, 0.25% active;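 active = activation above the mean activation of all tested compounds plus 3 SD, per screening run, cut at about 20% in these data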;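 also: signal is peak over basal fluorescence ratio across a 100 second FLIPR read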
# TAAR1 ag = human TAAR1 agonists, primary screen, Fluo-8 calcium fluorescence, CHO RD-HGA16 cells | vehicle wells 0%, saturating PEA agonist 100% | activation, % at 3 µM | 360,000 tested, 0.99% active;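 active = activation above the mean activation of all test compounds in the run plus 3 SD, cut at about 38% in these data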
# Target sequence (Q96RJ0 whole entry, looked up): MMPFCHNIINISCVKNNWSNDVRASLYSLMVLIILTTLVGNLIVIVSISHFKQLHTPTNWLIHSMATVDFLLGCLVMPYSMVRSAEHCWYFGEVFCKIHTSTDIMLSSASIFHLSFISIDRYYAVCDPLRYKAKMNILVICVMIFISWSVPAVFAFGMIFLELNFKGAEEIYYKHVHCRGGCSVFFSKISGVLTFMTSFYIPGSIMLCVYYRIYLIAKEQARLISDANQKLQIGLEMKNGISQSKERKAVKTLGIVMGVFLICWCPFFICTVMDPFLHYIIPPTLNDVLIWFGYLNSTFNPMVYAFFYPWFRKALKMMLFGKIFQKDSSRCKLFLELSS
#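 Test system: RD-HGA16 (CHO) cells co-expressing Gα16 and hTAAR1 | Doses: Single dose, 3 µM | Schedule: 17-24 h seeding, 75 min 37 °C dye, 30 min RT | Evaluation: % activation from peak over basal fluorescence ratio, DMSO-to-PEA scaled | Technique: Kinetic Fluo-8 calcium fluorescence | Benchmarks: Low control DMSO, high control PEA (EC100)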
# CHO parental Ca = ATP-evoked calcium signal inhibitors, parental CHO, primary screen, counter-screen for OX1R antagonist project, cell-based, fluorescence, Fluo-8 calcium dye. 330,000 tested, 0.63% active. parental CHO-K1, ATP-induced calcium, Fluo-8 fluorescence. inhibition, % at 5.6 µM;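 active = inhibition above that plate's mean sample inhibition plus 3 SD, cut at about 26% in these data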;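 also: 0% = ATP-challenged DMSO wells and 100% = DMSO wells without ATP; some compounds past the cut are filed as inactive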
#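 Material: Parental CHO cells | Reagent: ATP | Compound dosing: Single nominal dose of 5.6 µM per compound | Detection: Intracellular calcium via Fluo-8 no-wash fluorescent dye | Read-out: % inhibition of ATP-induced calcium mobilization | Benchmarks: Low control ATP plus DMSO, high control DMSO only | Replicates: Singlicate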
# CHO-K1 Ca antag = nonselective inhibitor or artifact in parental CHO-K1 cells; ATP-induced calcium, Fluo-8 fluorescence; inhibition, % at 3 µM; 360,000 tested, 0.6% active; AID 602250;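 active = inhibition above a per-plate cutoff, the plate's mean sample inhibition plus 3 SD, cut at about 24% in these data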;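 also: 0% = DMSO plus EC80 ATP and 100% = DMSO alone without ATP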
# TAAR1 antagonist = human TAAR1 antagonists, primary screen, Fluo-8 calcium fluorescence, CHO RD-HGA16 cells | Trace amine-associated receptor 1 (Homo sapiens), Q96RJ0 | inhibition, % at 3 µM | AID 624466, 2012 | 360,000 tested, 1.5% active | antagonist;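 active = inhibition above a per-plate cutoff, the mean inhibition of test compounds on that plate plus 3 SD, cut at about 49% in these data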;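 also: 0% = DMSO plus EC80 beta-PEA response and 100% = DMSO alone without agonist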
#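 System: RD-HGA16 CHO cells with stable hTAAR1 and Gα16 | Probe or stimulus: EC80 β-phenethylamine stimulus | Dosing: 3 µM, single point | Times: Dye loading 75 min at 37 °C, then 30 min room temperature | Measured by: Fluo-8 calcium-sensitive fluorescence | Read-out basis: % inhibition of agonist calcium response | Replicates: n of 1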
# OXTR potentiate = human OXTR potentiators, primary screen, fluorescence, CHO-OTR cells, Fluo-8 calcium; Oxytocin receptor (Homo sapiens), P30559; Fluo-8 calcium fluorescence, potentiator mode; 0% = oxytocin EC15, 100% = EC100; activation, % at 3 µM; 320,000 tested, 0.061% active; AID 2445, 2010;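 active = activation above that plate's cutoff, the mean activation of tested compounds plus 3 SD, cut at about 6.6% in these data, passing the limit was not always enough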;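 also: 100% uses oxytocin at 75 nM as the full agonist control; some results filed as inactive read as strong as hits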
# Target sequence (P30559 whole entry, looked up): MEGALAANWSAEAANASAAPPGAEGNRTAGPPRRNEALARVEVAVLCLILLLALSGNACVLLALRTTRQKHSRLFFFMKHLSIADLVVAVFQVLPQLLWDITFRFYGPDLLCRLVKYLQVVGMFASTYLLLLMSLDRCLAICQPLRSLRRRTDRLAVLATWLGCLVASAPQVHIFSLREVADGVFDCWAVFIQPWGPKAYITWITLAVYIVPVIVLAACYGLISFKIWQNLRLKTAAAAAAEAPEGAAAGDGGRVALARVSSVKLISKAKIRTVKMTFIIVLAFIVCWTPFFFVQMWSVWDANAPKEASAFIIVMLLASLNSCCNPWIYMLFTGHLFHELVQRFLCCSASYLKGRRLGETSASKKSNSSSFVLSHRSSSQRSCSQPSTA
#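 Material: CHO-OTR cells, human receptor; compound dosing: single dose, 3.0 µM nominal final compound concentration; schedule: 6 min compound pre-incubation at room temperature, 100 s kinetic read; measured by: kinetic Fluo-8 calcium fluorescence; read-out basis: % activation vs EC15 and EC100 oxytocin; controls: EC15 oxytocin alone as 0%, 75 nM oxytocin as 100%; replicates: singlicate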
# CHO-K1 Ca ag = counter-screen for M1 agonists: effect in parental CHO-K1 cells | Fluo-8 calcium fluorescence; scaled to maximal ATP response, vehicle zero | activation, % at 3 µM | 360,000 tested, 0.48% active; in the data active = activation above about 15%;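 also: untransfected CHO-K1 host cells lacking M1 receptor as counterscreen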
# M1 PAM parental = nonselective calcium activators in parental CHO-K1 cells, primary screen, counter-screen for M1 PAM project, cell-based, Fluo-8 calcium fluorescence, full deck, 1536-well; ATP EC20; 0% at ATP EC20, 100% at ATP max; activation, % at 3 µM; 360,000 tested, 0.02% active; AID 602247, 2012;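 active = activation above the run cutoff, the mean activation of all test compounds plus 3 SD, cut at about 40% in these data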;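 also: peak over basal fluorescence ratio in a 140 s read after ATP addition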
# Active calls of the source: *; nt = not tested or not shown. An unsorted share of the library, and some 3.3% of all compounds hit somewhere here.
SMILES	CHRM1 agonist	V1aR counter	TAAR1 ag	CHO parental Ca	CHO-K1 Ca antag	TAAR1 antagonist	OXTR potentiate	CHO-K1 Ca ag	M1 PAM parental
Cn1c(=O)c2cc(NC(=O)Nc3cccnc3)ccc2n1Cc1cccc(C(F)(F)F)c1	-4.4	nt	1.9	nt	-5.4	6.0	nt	0.0	4.4
CN(Cc1cnn(C)c1)Cc1nc(-c2ccc(Cl)cc2)no1	0.3	3.4	3.4	10.2	-5.2	-8.0	-4.5	2.3	0.9
CCc1nc2ccc(C(=O)Nc3cccc(OCC(=O)N(C)C)c3)cn2c1N(C)Cc1cc2ccccc2s1	-0.9	nt	9.1	nt	9.2	71.2*	nt	7.5	-4.2
COc1ccc(-c2nnc3n2CCCCC3)cc1	-8.0	1.1	1.1	-3.6	2.2	-2.2	-6.9	0.1	-2.5
c1ccc(-c2nnc(OCC3CCCO3)c3ccccc23)cc1 (configuration not stated)	-6.1	-0.4	11.8	-5.0	8.6	17.4	-3.4	-0.2	-7.6
O=C(NCCc1ccccc1)C1CCC(=O)N(CCCN2CCCC2=O)C1 (configuration not stated)	-2.8	1.7	2.1	-7.6	-5.0	3.6	3.7	0.2	4.8
O=c1cc2n(c(=O)[nH]1)CCC1=C2CCCC1	-4.8	-0.1	10.5	-7.4	14.7	-9.4	-1.1	-0.6	-7.3
CSCC(C)N1CCC(CCC(=O)NC2CC2)CC1 (configuration not stated)	-5.3	1.1	0.3	-3.6	-9.6	2.4	3.4	0.9	9.7
Cc1nc2ccccc2n1CC(=O)N/N=C/c1cccs1	-3.2	1.8	41.0*	-8.0	-7.9	56.9*	-5.6	2.3	24.3
Cc1ccc(-c2nc3c(c(SCC(=O)N4CCCC4)n2)COC(C)(C)C3)cc1	-0.5	nt	0.2	nt	-5.6	3.9	nt	2.0	17.2
CCc1c(C(=O)Nc2ccc(C)c(C)c2)[nH]c(C)c1C(C)=O	0.2	4.8	5.6	-7.0	-7.6	7.0	-5.0	9.2	4.0
CSc1ccc(CN2CCN(Cc3ccccc3)C(CCO)C2)cc1 (configuration not stated)	-6.4	-1.2	0.3	-21.9	-2.0	-20.2	1.9	0.4	15.3
CCCCCCNC(=O)O[C@H]1CN(C(=O)OC(C)C)N(C(=O)OC(C)C)[C@@H]2CN(S(=O)(=O)c3ccc(C)cc3)C[C@]12O	-4.4	nt	4.4	nt	2.6	38.6	nt	0.7	3.8
CC1Cc2ccccc2N1C(=O)COc1nc2ccccc2nc1N1CCOCC1 (configuration not stated)	-4.3	-0.7	0.9	-16.5	-28.3	3.5	-9.8	0.4	18.4
COc1cccc(OC)c1C(=O)N1CCOCC1	-0.8	0.1	22.3	-3.5	-13.6	-6.3	-2.3	1.0	8.1

# (listing goes on)
SMILES	CHRM1 agonist	V1aR counter	TAAR1 ag	CHO parental Ca	CHO-K1 Ca antag	TAAR1 antagonist	OXTR potentiate	CHO-K1 Ca ag	M1 PAM parental
O=C(NCCc1ccccc1)NC1CCCCC1	3.0	-0.8	5.0	1.0	-11.4	3.8	11.6*	0.1	-15.8
COc1ccc(CC(=O)Nc2cc(Cl)ccc2N2CCCC2)cc1	-8.6	-1.0	4.5	-20.8	-21.5	-3.9	-9.4	-0.3	-3.1
O=[N+]([O-])c1cccc(NC(=S)N2CCN(c3ccccn3)CC2)c1	-2.0	nt	7.9	nt	5.3	4.2	nt	3.3	-2.9
Cc1ccc(-c2cc(C(=O)Nc3nn[nH]n3)c3ccccc3n2)c(C)c1	-6.0	0.5	8.3	-9.4	-9.4	18.4	-2.3	0.4	20.6
Cc1ccc(/C=C/C(=O)O)cc1S(=O)(=O)N1CCc2ccccc2C1	-7.5	0.5	2.0	-5.5	0.8	-1.8	2.5	0.5	14.5
C(=N\n1cnnc1)/c1ccc(OC2CSC2)cc1	-1.7	1.0	11.2	2.4	-15.4	-8.8	-5.8	-0.1	10.8
COc1ccc2nc3oc(C(=O)N4CC(C)CC(C)C4)cc3cc2c1 (configuration not stated)	-4.2	-0.8	nt	-32.2	-21.9	nt	-12.4	1.1	15.2
O=C(Cc1cccc2ccccc12)NCC(=O)Nc1ccccc1F	-3.5	0.3	1.5	-2.8	-9.5	-20.9	-10.2	0.5	-10.2
COc1ccc(Cl)cc1NC(=O)Nc1cc(C)on1	-0.6	-0.3	3.3	0.7	0.6	-8.4	-14.3	0.9	-7.9
CC1CCN(c2ccc3c(c2)S(=O)(=O)c2cc(C(=O)O)ccc2C3=O)CC1	-1.5	nt	5.6	nt	-6.5	-10.0	nt	2.0	6.2
O=C(NCCc1nnc2ccccn12)c1cccs1	-2.1	3.1	3.6	-2.4	-8.6	-22.1	9.9	0.1	3.4
Cc1nc(SCC(=O)NNC(=O)c2cccs2)[nH]c(=O)c1C	-5.2	-0.2	1.3	1.6	3.5	8.5	-12.4	-0.1	0.4
Cc1ccc(/C(O)=C2/C(=O)C(=O)N(CCCn3ccnc3)C2c2cccnc2)cc1 (configuration not stated)	-1.6	nt	0.0	nt	-15.7	-25.8	nt	1.1	11.7
COc1ccc(CNc2nc(S(=O)(=O)c3ccccc3)c(Cl)s2)cc1OC	-3.6	5.1	17.4	20.9	2.7	-1.8	-11.0	10.4	7.3
CCOC(=O)c1sc2nccc(N(C)C)c2c1N=CNOCc1ccccc1	-4.9	-0.4	17.7	-13.9	23.6	33.4	-16.0	0.5	-8.3

# Continued.
SMILES	CHRM1 agonist	V1aR counter	TAAR1 ag	CHO parental Ca	CHO-K1 Ca antag	TAAR1 antagonist	OXTR potentiate	CHO-K1 Ca ag	M1 PAM parental
CCCN(CC(=O)Nc1ccccc1OC)C(=O)CSc1nc(C)cc(C)n1	-4.1	0.6	-0.2	-4.0	-6.7	-11.2	3.1	0.7	-7.3
Cc1ccsc1/C=N/Nc1nc2ccccc2s1	-8.3	-0.8	0.0	-21.1	-12.3	1.9	-7.8	1.8	32.2
Nc1nnc(SCC(=O)NCC(=O)Nc2ccc(F)c(F)c2F)s1	-4.4	-0.8	2.2	-1.9	-4.4	-0.5	4.1	-0.3	4.4
O=C(NCc1ccccc1)C(c1ccco1)N(C(=O)c1ccccn1)c1ccc(F)cc1 (configuration not stated)	-5.3	-1.3	11.6	-10.5	-1.1	11.0	-1.4	1.0	-0.7
COc1ccc(CN2CCC[C@]3(N[C@H](c4ccc(OC)cc4)[C@@H]4C(=O)N(C)C(=O)[C@@H]43)C2=O)cc1	3.8	nt	0.3	nt	-14.9	-22.8	nt	0.5	25.3
O=C(Nc1cccc(C(=O)O)c1)/C(=C\c1ccco1)NC(=O)c1ccccc1Cl	0.0	-0.9	1.6	-11.4	-3.0	-20.2	-6.2	-0.5	5.1
CCOC(=O)C1=NOC2(C1)C(=O)Nc1ccc(OC(F)(F)F)cc12 (configuration not stated)	nt	nt	0.3	nt	-6.8	14.7	nt	2.2	16.5
Cc1ccc(SCCCCN2CCOCC2)cc1	-9.5	-1.1	0.1	-5.3	-9.2	-7.9	-12.2	1.3	8.9
CCCCC(=O)Nc1nc2c(OC)ccc(OC)c2s1	-4.8	-2.3	-2.6	-11.5	-0.2	-17.1	2.9	0.4	-1.3
CCn1cnc2cc(NCc3ccc(Cl)cc3)ccc21	-10.6	3.7	1.4	-7.0	-10.4	3.8	-8.9	3.9	-2.4
CCOC(=O)CN1CC23C=CC(O2)C(C(=O)O)C3C1=O (configuration not stated)	0.6	0.1	1.6	-3.7	-12.2	1.8	0.2	-0.5	16.1
COCC(=O)N1CCC(Oc2ccc(C(=O)NCCCn3cccn3)cc2)CC1	-1.8	0.2	0.0	-1.4	-4.9	4.1	-0.7	0.0	19.7
CC(C)(C)n1[nH]c2c3c(ccc2c1=O)C(=O)c1ccccc1C3=O	-3.7	-1.4	1.4	-10.4	-18.7	-7.2	-16.4	0.2	12.9
Cc1ccc(-c2nnc(N3CCOCC3)c3ccccc23)cc1S(N)(=O)=O	-2.1	-0.1	1.1	-20.4	13.5	-11.5	-9.4	-0.9	-10.4
O=C(CSCc1cc(=O)n2ccsc2n1)Nc1ccccc1	-2.9	-0.3	0.4	16.3	-7.2	-16.2	-8.4	0.3	7.2

# Going on with the list:
SMILES	CHRM1 agonist	V1aR counter	TAAR1 ag	CHO parental Ca	CHO-K1 Ca antag	TAAR1 antagonist	OXTR potentiate	CHO-K1 Ca ag	M1 PAM parental
COc1cccc(C2CC(=O)NC(SC)=C2C#N)c1 (configuration not stated)	-4.4	-0.8	0.3	4.5	-3.5	-1.9	-4.1	0.3	11.9
CC(C)CN(C(=O)COc1ccc(C(C)(C)C)cc1)C1CCS(=O)(=O)C1 (configuration not stated)	-2.1	1.2	3.2	-12.8	-1.4	-10.1	-5.7	1.1	-22.0
CN1CCCCCC1=Nc1ccccc1C#N	-5.8	1.0	6.2	-5.5	-7.1	5.6	-7.8	2.9	16.8
CC1(C)CC(OC(=O)c2ccco2)CC(C)(C)N1O	-5.1	0.9	5.4	-4.7	-19.1	-7.6	-2.9	0.6	14.7
CC(=O)c1ccc(NC(=O)C(C)NCc2ccc(Cl)cc2)cc1 (configuration not stated)	-6.0	1.5	4.5	-7.2	-8.1	8.8	-6.2	0.5	1.9
COc1ccc(CCNc2nc(C)cc(C)c2C#N)cc1OC	-4.2	0.1	3.6	-15.4	-3.5	4.9	-8.8	5.5	-3.6
N=C(N1CCCc2ccccc21)N1CCCc2ccccc21	-7.6	nt	0.1	nt	-11.7	0.4	nt	0.8	15.7
NC(=O)CSc1nc2c(sc3ccccc32)c(=O)n1CCCN1CCOCC1	-4.1	0.8	12.8	-8.0	-4.0	-7.1	-13.5	0.6	2.6
Cc1cc(Cl)ccc1N1C(=O)CC(NNC(=O)c2cccnc2)C1=O (configuration not stated)	-1.1	0.9	0.2	-7.3	-8.8	2.4	-5.0	-0.2	26.4
O=c1oc(CCCO)cc2ccc(C#Cc3cccnc3)cc12	-2.3	0.5	10.9	-14.2	-14.3	10.1	-3.3	2.5	8.2
CN(C)CCN(C(=O)c1ccc(C(=O)c2ccccc2)cc1)c1nc2cc3c(cc2s1)OCCO3	-5.0	0.2	1.5	-14.9	3.6	-31.6	-3.7	0.0	-2.3

# High-throughput results as filed in PubChem BioAssay.
